Screening results: PubChem BioAssay, several laboratories
NPR1 activator – GC-A (human) enzyme activation; HEK293 GC-A cells, cGMP TR-FRET, EC30 ANP; 0% at EC30 ANP, 100% saturating ANP; activation, % at 10 µM; 370,000 compounds, 0.14% hits; AID 1671463; in the data active means activation above about 40%
Target sequence (P16066 whole entry, looked up): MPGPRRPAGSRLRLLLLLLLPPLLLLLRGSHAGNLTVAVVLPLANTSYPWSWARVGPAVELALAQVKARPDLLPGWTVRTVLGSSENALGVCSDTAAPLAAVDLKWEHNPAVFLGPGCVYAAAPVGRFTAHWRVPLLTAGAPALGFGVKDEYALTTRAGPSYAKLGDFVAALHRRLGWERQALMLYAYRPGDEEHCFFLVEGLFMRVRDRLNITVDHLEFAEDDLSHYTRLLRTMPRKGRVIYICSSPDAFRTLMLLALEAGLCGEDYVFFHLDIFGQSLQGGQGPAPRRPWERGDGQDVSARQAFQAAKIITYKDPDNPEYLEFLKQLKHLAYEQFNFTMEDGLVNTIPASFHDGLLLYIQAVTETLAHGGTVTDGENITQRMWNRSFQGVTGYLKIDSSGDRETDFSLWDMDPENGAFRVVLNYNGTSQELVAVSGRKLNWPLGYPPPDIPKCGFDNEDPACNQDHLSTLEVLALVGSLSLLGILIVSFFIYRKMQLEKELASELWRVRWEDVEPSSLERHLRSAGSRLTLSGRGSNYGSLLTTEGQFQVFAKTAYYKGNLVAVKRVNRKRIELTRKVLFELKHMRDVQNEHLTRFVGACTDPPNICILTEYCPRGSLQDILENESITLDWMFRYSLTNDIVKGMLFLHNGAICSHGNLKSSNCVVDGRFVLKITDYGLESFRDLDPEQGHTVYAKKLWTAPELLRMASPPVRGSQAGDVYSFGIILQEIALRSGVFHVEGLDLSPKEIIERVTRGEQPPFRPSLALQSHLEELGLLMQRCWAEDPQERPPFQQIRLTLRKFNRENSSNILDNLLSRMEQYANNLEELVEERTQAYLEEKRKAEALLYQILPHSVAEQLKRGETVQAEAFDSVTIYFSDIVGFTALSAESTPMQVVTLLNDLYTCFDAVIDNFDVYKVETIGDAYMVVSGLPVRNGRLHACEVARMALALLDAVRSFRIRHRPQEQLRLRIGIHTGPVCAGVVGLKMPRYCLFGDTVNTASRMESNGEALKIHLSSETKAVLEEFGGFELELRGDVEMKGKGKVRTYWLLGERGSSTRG
ADAM10 inh – ADAM10 inhibition, QFRET primary screen; O14672; inhibition, % at 7 µM; 370,000 compounds, 0.62% hits; recombinant ADAM10, EDANS/DABCYL FRET peptide cleavage, 3 h;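 active means inhibition above a per-campaign cutoff equal to the mean of compounds falling between control-based bounds plus 3 SD, cut at about 20% in these data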;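 further: 0% = DMSO wells while the 100% control is not disclosed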
GAA850 FXN act – increases GAA850 frataxin promoter reporter activity | activation, % at 6 µM | 360,000 compounds, 0.56% hits | HEK293 lucGAA850 FXN promoter luciferase reporter, 24 h; percent of 10 µM SAHA response;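 active means activation above the average of all compounds screened plus 3 SD, cutoff fixed separately per campaign, cut at about 7.5% in these data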;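 further: 0% = DMSO wells and 100% = 10 µM SAHA wells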
hgDAF-12 ag – hgDAF-12 agonism, primary luciferase screen; HEK293 GAL4-hgDAF12 UAS-luciferase reporter, agonist luminescence; normalized to butyrate control; activation, % at 6.8 µM; 370,000 compounds, 1.8% hits; AID 687014;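 active means activation above a cutoff set at the mean of all screened compounds plus 3 SD, cut at about 10% in these data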;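 further: 0% = DMSO wells and 100% = sodium butyrate wells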
SMARCA2 activ – increases SMARCA2 function in MMTV reporter cells | 370,000 compounds, 1% hits | MG213 cells, MMTV-luciferase reporter, dexamethasone, overnight | AID 652017 | activation, % at 9.1 µM; in the data active means activation above about 7.8%;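 further: 0% = vehicle wells and 100% = reference activator wells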
DAX1 inh-1 – DAX1 (NR0B1) inhibition, primary screen; HEK293T StAR-luciferase reporter, SF-1/DAX-1 repression relief; inhibition, % at 6.8 µM; 370,000 compounds, 1.1% hits; AID 652010;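 active means inhibition above the mean over all tested compounds plus 3 SD, cut at about 3.6% in these data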;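 further: 0% = DAX-1 cells with DMSO and 100% = cells lacking DAX-1 with DMSO; higher inhibition means more luminescence from relief of DAX-1 repression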
sPLA2-III inh – Inhibits HGIII-sPLA2 liposome hydrolysis, primary screen; 370,000 compounds, 0.56% hits; Q9NZ20; QFRET BODIPY PC-A2 liposome hydrolysis, fluorescence; inhibition, % at 12.2 µM; AID 743126;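 active means inhibition above mean plus 3 SD of compounds lying within the high and low control bounds, cut at about 19% in these data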;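 further: 0% = median of test compound wells and 100% = no enzyme DMSO wells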
hcDAF12 agonist – activates DAF-12 receptor from parasite H. contortus | HEK293 hcDAF-12 lit1-tk-luc reporter, luminescence; 0% DMSO, 100% Δ7-dafachronic acid | activation, % at 6.8 µM | 370,000 compounds, 1.4% hits;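 active means activation above the mean of all tested compounds plus 3 SD, cut at about 5.5% in these data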;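 further: 100% = response to 3 µM Δ7-dafachronic acid high control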
DAX1 inh-2 – inhibits human nuclear receptor DAX1; HEK293 Gal4-DAX1 luciferase reporter, luminescence; P51843; AID 504766; 340,000 compounds, 0.99% hits; inhibition, % at 6.75 µM;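 active means inhibition above the mean over all tested compounds plus 3 SD, cut at about 4.2% in these data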;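 further: 0% = DAX1-transfected cells with DMSO and 100% = empty-vector control cells with DMSO; inhibition shows as a rise in luminescence from relieved DAX1 repression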
NPR2 activator – GC-B (human) receptor activation | HEK293-GC-B cells, CNP EC30, cGMP TR-FRET; 0% at EC30 CNP, 100% saturating CNP | activation, % at 10 µM | 370,000 compounds, 0.11% hits | AID 1920062;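 active means activation at 10 µM reaching about 35% in either raw or pattern-adjusted values, limit read from the data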
ssDAF-12 act – activators of S. stercoralis DAF-12 nuclear receptor; activation, % at 6.8 µM; AID 652126; 370,000 compounds, 1% hits; HEK293 ssDAF-12/GRIP1 lit1-tk-luc reporter, luminescence; % of 3 µM dafachronic acid response;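 active means activation above the mean over all tested compounds plus 3 SD, cut at about 0.9% in these data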;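 further: 0% = DMSO-only wells and 100% = 3 µM delta7-dafachronic acid wells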
Starred values were filed as active, the others as inactive; i = inactive; · = not tested or not shown.

Letters: A = NPR1 activator; B = ADAM10 inh; C = GAA850 FXN act; D = hgDAF-12 ag; E = SMARCA2 activ; F = DAX1 inh-1; G = sPLA2-III inh; H = hcDAF12 agonist; I = DAX1 inh-2; J = NPR2 activator; K = ssDAF-12 act
structure: CC1=CC2=NC(=O)/C(=C\c3ccc(-c4ccc(Cl)cc4)o3)C(=N)N2O1
  A: 2; B: -2; C: ·; D: -1.9; E: 0; F: -0.6; G: -4; H: -1.5; I: ·; J: -9; K: -0.8

structure: CCN1CCCCC(NC(=O)c2cccc(C(F)(F)F)c2)C1=O (stereo unspecified)
  A: 1; B: -1; C: ·; D: -0.5; E: -4; F: -0.5; G: 0; H: -0.6; I: ·; J: 7; K: -1.0

structure: C/C(CC(=O)Nc1c(C)cc(C)cc1C)=N\NC(=O)OC(C)(C)C
  A: 5; B: -1; C: 3.7; D: 13*; E: 4; F: 1.3; G: -3; H: 0.9; I: 3.2; J: 7; K: -0.3

structure: COc1cc2cc(CCOC(=O)c3ccco3)oc(=O)c2cc1OC
  A: 0; B: -11; C: 0.0; D: 1.9; E: 0; F: -0.4; G: 3; H: -0.6; I: -1.2; J: -3; K: -1.3

structure: C/C(=N\NC(=O)c1nnn(-c2nonc2N)c1-c1ccccc1)c1ccccc1O
  A: -2; B: -3; C: -5.1; D: -1.5; E: -5; F: -0.9; G: 26*; H: -1.7; I: -1.0; J: -4; K: -1.0

structure: COC(=O)c1ccccc1NCCO
  A: 0; B: i; C: -1.6; D: 2.3; E: -3; F: 0.0; G: 6; H: -2.2; I: -0.7; J: 4; K: -0.5

structure: O=C(COC(=O)Cc1c(Cl)cccc1Cl)NCc1ccccc1
  A: -1; B: -2; C: 0.0; D: 0.1; E: -2; F: -0.4; G: -5; H: -1.5; I: 0.6; J: 0; K: -1.0

structure: COc1ccc(C2=NN3C(=O)c4c(ccc(OC)c4OC)C3C2)cc1 (stereo unspecified)
  A: 4; B: -18; C: 0.9; D: 1.0; E: -2; F: -0.3; G: -6; H: -1.1; I: -0.8; J: 1; K: -1.6

structure: CCCCOc1ccc(Cl)cc1Nc1nc(NCCO)nc(N2CCCC2)n1
  A: -1; B: 5; C: 1.8; D: -3.3; E: 1; F: 0.7; G: 2; H: -0.6; I: -0.7; J: -5; K: -1.2

structure: CCSc1nnc(NC(=O)c2cc(-c3ccccc3O)n[nH]2)s1
  A: 1; B: 11; C: 1.0; D: 2.5; E: 5; F: 0.2; G: 8; H: -0.5; I: 1.6; J: 6; K: -1.9

structure: CN1CCN(C(=O)C2=C[C@H](c3ccc(Br)cc3)C[C@H](OCCCCO)O2)CC1
  A: -5; B: -1; C: 1.2; D: 0.4; E: 1; F: 0.1; G: 9; H: -0.7; I: -0.2; J: -4; K: -1.1

structure: Cc1cccc(C)c1NC(=O)CN(C)C(=O)C1CCN(c2ncnc3sc(C)c(C)c23)CC1
  A: -3; B: 1; C: -1.0; D: -0.8; E: -2; F: -1.7; G: -12; H: -1.2; I: -2.8; J: 6; K: -1.1

structure: COc1ccc(Cl)cc1NC(=O)CN1C(=O)CCS(=O)(=O)c2ccccc21
  A: 3; B: 3; C: -0.3; D: -0.3; E: 1; F: -0.2; G: -8; H: 0.2; I: 0.7; J: 4; K: -1.6

structure: CC[C@]1(C(=O)OC)[C@H]2C(=O)N(Cc3ccccc3)C(=O)[C@H]2[C@H]2CN=C(SCc3ccc(C)cc3)N21
  A: -6; B: -5; C: 13*; D: -2.0; E: -1; F: 0.7; G: 1; H: -0.5; I: -1.3; J: 1; K: 0.1

structure: CC(=O)Nc1ccc(S(=O)(=O)NCC2CCN(C(=O)C(=O)c3cccs3)CC2)cc1
  A: 0; B: 2; C: ·; D: 0.6; E: -5; F: -1.0; G: 0; H: 0.0; I: ·; J: -1; K: -0.5

With a hit mark in sPLA2-III inh, among the entries above:
structure | NPR1 activator | ADAM10 inh | SMARCA2 activ | DAX1 inh-1 | sPLA2-III inh | hcDAF12 agonist | DAX1 inh-2 | NPR2 activator | ssDAF-12 act
C/C(=N\NC(=O)c1nnn(-c2nonc2N)c1-c1ccccc1)c1ccccc1O | -2 | -3 | -5 | -0.9 | 26* | -1.7 | -1.0 | -4 | -1.0

The listing picks up; the 2 compounds before the break are reprinted first.
Letters: A = NPR1 activator; B = ADAM10 inh; C = GAA850 FXN act; D = hgDAF-12 ag; E = SMARCA2 activ; F = DAX1 inh-1; G = sPLA2-III inh; H = hcDAF12 agonist; I = DAX1 inh-2; J = NPR2 activator; K = ssDAF-12 act
structure: CC[C@]1(C(=O)OC)[C@H]2C(=O)N(Cc3ccccc3)C(=O)[C@H]2[C@H]2CN=C(SCc3ccc(C)cc3)N21
  A: -6; B: -5; C: 13*; D: -2.0; E: -1; F: 0.7; G: 1; H: -0.5; I: -1.3; J: 1; K: 0.1

structure: CC(=O)Nc1ccc(S(=O)(=O)NCC2CCN(C(=O)C(=O)c3cccs3)CC2)cc1
  A: 0; B: 2; C: ·; D: 0.6; E: -5; F: -1.0; G: 0; H: 0.0; I: ·; J: -1; K: -0.5

structure: CSCCC(NC(=O)c1ccccc1Br)C(=O)N1CCC(C)CC1 (stereo unspecified)
  A: 0; B: 3; C: -0.4; D: -4.6; E: 0; F: 0.6; G: 4; H: -1.5; I: 0.0; J: 1; K: -1.3

structure: CCC[C@H]1[C@@H](NCc2cccs2)CC[C@@]23CCCN2C(=O)CCC[C@@H]13
  A: -21; B: 3; C: ·; D: -2.5; E: ·; F: ·; G: 3; H: -1.7; I: ·; J: -25; K: -0.9

structure: C/C(Cn1cnc([N+](=O)[O-])n1)=N\NC(=O)c1ccc(F)cc1
  A: 3; B: -17; C: 2.2; D: 4.5; E: -2; F: 0.8; G: 9; H: -1.5; I: -1.6; J: 0; K: -0.7

structure: COc1ccccc1NC(=S)NC(=O)/C=C/c1cccs1
  A: 1; B: 14; C: -2.6; D: -1.9; E: 1; F: 0.6; G: 0; H: -0.1; I: 1.2; J: 8; K: -1.8

structure: Cc1cnn(-c2cc(N/N=C/c3ccc(F)cc3)ncn2)c1
  A: 14; B: 2; C: 1.7; D: 1.1; E: 1; F: -0.2; G: 2; H: -0.5; I: 0.6; J: -7; K: -1.2

structure: CN(c1ccccc1)S(=O)(=O)c1cccc(C(=O)OCC(=O)NCc2ccc3c(c2)OCO3)c1
  A: 0; B: 9; C: 2.2; D: 1.5; E: 7; F: -0.2; G: -19; H: -1.2; I: -0.6; J: 3; K: -1.3

structure: CCOCCCNC(=O)CN1C(=O)/C(=C/c2ccccc2)Sc2ccccc21
  A: 3; B: 7; C: 0.9; D: -0.4; E: -2; F: 0.2; G: -12; H: -1.4; I: -1.5; J: 0; K: -1.8

structure: CCCOc1cccc(-c2cc(C(=O)NN)c3ccccc3n2)c1
  A: 5; B: 2; C: 4.5; D: 1.6; E: 2; F: -0.3; G: 9; H: 1.8; I: 1.1; J: 2; K: -1.2

structure: O=C(O)c1cc(N/N=C/C=C/c2ccccc2[N+](=O)[O-])ccc1Cl
  A: 2; B: 2; C: 6.3; D: 13*; E: 8; F: 2.5; G: -28; H: 4.2; I: 2.4; J: -1; K: 0.0

structure: COc1ccc(NC(=O)Cn2nnc(C(=O)NCc3cccs3)c2N)c(OC)c1
  A: -1; B: -3; C: 2.0; D: -1.1; E: -1; F: 0.0; G: 4; H: -3.2; I: -0.2; J: 1; K: -1.4

structure: CC1CCC(C(=O)NC(C(=O)N2CCc3ccccc3C2)C(C)C)CC1 (stereo unspecified)
  A: 0; B: 2; C: -2.3; D: -0.5; E: -3; F: 0.1; G: 4; H: 0.1; I: 1.4; J: 0; K: -0.6

structure: CC(NC(=O)CCCc1ccccc1)c1ccncc1 (stereo unspecified)
  A: -3; B: -7; C: 1.5; D: 1.8; E: 1; F: -0.2; G: 4; H: -0.5; I: 0.8; J: 1; K: -0.5

structure: Cc1ccc(NC(=O)CSc2ncc(S(=O)(=O)c3ccccc3)c(=O)[nH]2)cc1C
  A: -1; B: 9; C: -0.6; D: 2.0; E: -2; F: -0.3; G: -38; H: -0.6; I: -1.2; J: 0; K: -0.5

structure: COC(=O)[C@@]1(Cc2ccc(OC)cc2)[C@H]2c3cc(C(=O)N(C)C)[nH]c3C[C@H]2CN1C(=O)c1ccccc1
  A: -3; B: 2; C: -1.2; D: -2.5; E: 0; F: 0.5; G: -7; H: -0.2; I: -0.6; J: 6; K: -1.4

structure: O=C1CC(=O)CC(c2ccco2)C1
  A: 1; B: 3; C: -0.9; D: 1.5; E: 0; F: 0.1; G: -1; H: -0.7; I: 0.1; J: 2; K: -1.6

Some of these compounds in order of their number in DAX1 inh-2, ascending.
compound	DAX1 inh-2
COC(=O)[C@@]1(Cc2ccc(OC)cc2)[C@H]2c3cc(C(=O)N(C)C)[nH]c3C[C@H]2CN1C(=O)c1ccccc1	-0.6
COc1ccc(NC(=O)Cn2nnc(C(=O)NCc3cccs3)c2N)c(OC)c1	-0.2
COc1ccccc1NC(=S)NC(=O)/C=C/c1cccs1	1.2

(more compounds)
Letters: A = NPR1 activator; B = ADAM10 inh; C = GAA850 FXN act; D = hgDAF-12 ag; E = SMARCA2 activ; F = DAX1 inh-1; G = sPLA2-III inh; H = hcDAF12 agonist; I = DAX1 inh-2; J = NPR2 activator; K = ssDAF-12 act
structure: CCSc1ccc([C@@H]2[C@@H]3C(=O)N(C)C(=O)[C@@H]3[C@]3(C(=O)OC)CCCCN23)cc1
  A: -1; B: 1; C: 0.2; D: -0.1; E: 0; F: 0.2; G: -5; H: -1.8; I: -0.1; J: 0; K: -1.2

structure: Cc1nnc(SCC(=O)NNC(=O)c2ccccc2)n1-c1ccccc1
  A: 1; B: -1; C: -2.1; D: -2.3; E: -4; F: 0.7; G: 13; H: -0.3; I: 0.5; J: 1; K: -0.3

structure: CCOc1ccc(N(CC(=O)NC2CCCCCC2)S(=O)(=O)c2ccccc2)cc1
  A: -1; B: 0; C: 0.1; D: -2.3; E: -1; F: 0.7; G: 9; H: -0.3; I: -0.2; J: -5; K: -0.7

structure: C=CCNc1oc(-c2cccc(Cl)c2)nc1C#N
  A: -3; B: -7; C: 4.0; D: -1.1; E: 2; F: 0.0; G: 0; H: -1.3; I: -0.7; J: -5; K: -0.9

structure: CCc1nc2ccccc2c(C(=O)OCC(=O)Nc2ccc(S(=O)(=O)N3CCOCC3)cc2)c1C
  A: -7; B: 20*; C: -2.0; D: -1.8; E: -1; F: -1.5; G: -47; H: -2.2; I: -1.7; J: -2; K: -1.6

structure: COc1cccc(/C=C(/C#N)c2ccc(F)cc2)c1OCc1cccc(C(=O)O)c1
  A: -3; B: 4; C: 3.5; D: -1.0; E: -2; F: 0.1; G: -13; H: -0.8; I: -0.6; J: -5; K: -1.0

structure: Cc1nc(CS(=O)(=O)c2ccccn2)sc1C(=O)NNC(=O)c1ccccc1
  A: 4; B: -2; C: 0.6; D: 0.3; E: 0; F: -0.1; G: 1; H: -1.3; I: 1.8; J: 0; K: -1.4
